Screens from PubChem BioAssay.
DENV2 CPE rescue – protects cells from dengue virus 2 cytopathic effect; DENV2-infected cells, cytopathic effect rescue, plate reader; CPE inhibition, % at 9.99 µM; hit rate 1.7% among 350,000; AID 651640; in the data active means CPE inhibition above about 20%, passing the limit was not always enough; inconclusive means no clear call, values can overlap the other calls; tested in BHK-21 cells;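 further: 0% = median of neutral control wells and 100% = median of positive control wells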
INS-1E GSIS act – GLuc luminescence reporter in INS-1E cells, primary screen for activators of glucose-dependent secretion of insulin | INS-1E GLuc reporter insulin secretion, 2-3 h | activation, % at 16.6 µM | hit rate 0.61% among 370,000;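 active means lowest replicate activation of at least 40%, so every replicate reaches that level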;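 further: 0% = median of neutral control wells and 100% = median of IBMX positive control wells; some compounds called inactive have numbers as strong as hits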
FN deposit inh – fibronectin deposition inhibition; AH1F fibroblasts, Alexa488-fibronectin deposition fluorescence, overnight; inhibition, % at 12.6 µM; hit rate 0.086% among 350,000; AID 743247;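 active means mean inhibition across replicates of 30% or more, regardless of how many single replicates reach that level; inconclusive means mean under 30% yet at least half of replicates reach 30%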;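 further: positive control wells lacked labelled fibronectin entirely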
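Measured by – fluorescence 485/525 nm · System – AH1F fibroblast monolayer, labelled fibronectin deposition · Amount – 10000 cells per well · Buffer or medium – serum-reduced DMEM (2% serum) · Doses – single dose, pinned · Also added – fluorescent fibronectin at 24 nM final · Schedule – 1 h cell attachment, overnight exposure to compound and label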
EWS-Fli inh – inhibitors of EWS/Fli oncoprotein transcriptional activity; A673 NR0B1-luciferase reporter, viability-normalised; inhibition, % at 12.6 µM; hit rate 0.67% among 350,000; AID 651661;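 active means mean inhibition of at least 50% after viability correction, with every replicate also passing that limit; inconclusive means mean reaches 50% but only one of two replicates passes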;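 further: firefly luciferase signal divided by Alamar Blue viability fluorescence both relative to DMSO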
PAX8 reporter – PAX8 transcriptional activity inhibition. RMG-I TPO-luciferase reporter, SteadyGlo, 24 h. inhibition, % at 12.6 µM. hit rate 1.2% among 360,000;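 active means mean replicate inhibition at least 60% with every replicate also reaching 60%; inconclusive means only one of the two criteria is met; inactive means mean below 60% and not all replicates reaching 60%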;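 further: luciferase light reporting Pax8 driven TPO promoter activity; plate controls were median of neutral control wells for no effect and mitoxantrone controls for full effect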
miR-122 sensor – miR-122 inhibition in Huh7 cells; Huh7 miR-122 Renilla luciferase sensor, 48 h; neutral wells = 0, positive control = 100; activation (reporter increase), % at 12.5 µM; hit rate 0.3% among 340,000;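 active means mean replicate activation score at least 90 and every replicate individually at or above 90; inconclusive means only one of the two criteria met; inactive means neither criterion met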;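 further: higher luciferase means less miR-122 activity so hits act as miR-122 inhibitors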
F508del corr – CFTR F508del correction in bronchial cells. CFBE cells, YFP halide quenching; stimulated with forskolin plus potentiator P3; % fluorescence drop versus neutral controls. activity (quench increase), % at 7.58 µM. hit rate 0.36% among 350,000. AID 720511;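 active means mean added fluorescence quench of at least 8% versus neutral control, with both replicates also reaching 8%; inconclusive means only one of the mean or replicate conditions met; inactive means mean below 8% and not both replicates reaching 8%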;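 further: cells transiently co-express mutant CFTR-F508del with the halide-sensitive YFP; corrector assay measuring rescue of mutant channel to the surface after 24 h compound exposure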
Active calls of the source: *; ? = inconclusive; · = not tested or not shown; & = joins results of further samples; ! = a repeat was not active; [ ] = another dose, or the depositor's remark. Not a hit list; 3.9% or so of the library scored in one or more.

SMILES | DENV2 CPE rescue | INS-1E GSIS act | FN deposit inh | EWS-Fli inh | PAX8 reporter | miR-122 sensor | F508del corr
COc1ccc(C(CNC(=O)c2ccco2)N2CCCC2)cc1 (stereo not drawn) | ? | 4 | -1 | -52 | -69 | · | 0.5
CCOC(=O)NN1C(=O)c2ccccc2NC1(C)C | 1 | 10 | 0 | 3 | -13 | -2 | -0.4
COc1ccc(/C(C)=N/NC(=O)c2ccc3nc[nH]c3c2)cc1 | 6 | -11 | 7 | -7 | -19 | · | -3.0
COc1ccc(C(C(=O)NC(C)C)N(C(=O)CCC(=O)Nc2nccs2)c2ccccc2F)cc1 (stereo not drawn) | 11 | -18 | -4 | -1 | 8 | 3 | 1.3
Cc1cc(C(=O)N/N=C/c2cc([N+](=O)[O-])cc(C)c2O)n[nH]1 | · | 6 | -16 | 26 | 29 | · | 7.5
C=CCN(C(=O)c1csnn1)C(C(=O)NCc1ccc(F)cc1)c1ccc(F)cc1 (stereo not drawn) | 13 | -46 | -7 | 8 | 12 | · | -1.4
COC(CNC(=O)C(=O)NCC1OCCN1C(=O)c1ccc(Cl)cc1)OC (stereo not drawn) | -18 | · | 2 | 4 | 8 | -6 | -5.0
COc1ccc(CN(C)C[C@H]2Oc3ccc(NS(=O)(=O)c4ccc(C)cc4)cc3CC(=O)N([C@H](C)CO)C[C@@H]2C)cc1 | -11 | 22 | · | -13 | -14 | · | 3.4
CCC(=O)N1C[C@@H](C)[C@@H](OC)CN(C)C(=O)c2cc(NC(=O)Nc3ccc(Cl)cc3)ccc2OC[C@H]1C | -1 | -2 | 4 | 9 | · | 8[16.7 µM] | -1.7
O=S(=O)(c1ccccc1F)N1CC[C@@H]2[C@H](CO)Nc3ccc(C4=CCCCC4)cc3[C@@H]21 | -24 | 3 | -3 | -4 | 89* | 5[16.7 µM] | 1.2
O=C(C[C@@H]1C=C[C@H](NC(=O)c2ccc(F)cc2)[C@@H](CO)O1)NCCc1ccncc1 | 2 | -3 | -14 | -10 | -8 | · | 1.5
O=C(NCC[C@H]1CC[C@@H](NC(=O)c2cccnc2)[C@@H](CO)O1)Nc1ccc(C(F)(F)F)cc1 | -4 | -5&6 | 6&-9 | -242 | 0 | · | 0.7
CO[C@@H]1CN(C)C(=O)c2cc(NC(=O)C3CC3)ccc2OC[C@@H](C)N(Cc2cc(F)ccc2F)C[C@@H]1C | -11 | -13 | -1 | 14 | 22 | · | -0.3
Cc1ccc(NC(=O)c2ccccc2[N+](=O)[O-])nc1 | 4 | 3 | 0 | 1 | -4 | 10 | ·
O=C(Cc1ccccn1)N1CC(=O)N2[C@H](C1)[C@H](c1ccc(C#CC3CCCC3)cc1)[C@@H]2CO | 9 | 1 | 1 | 8 | · | · | 2.0
CC(C)(C)c1ccc(C(=O)N2CCNCC2)cc1 | · | · | 9 | · | -8 | -17 | ·
O=C(/C=C/c1ccccc1Cl)OCC(=O)N1CCc2ccccc21 | -5 | · | 5 | -1 | 16 | -4 | ·
Nc1ccc2nc3c(=O)[nH]c(=S)[nH]c3nc2c1 | -3 | 3 | 0 | -12 | 11 | · | 1.5
Nc1ncnc2c1nc(Br)n2[C@@H]1O[C@@H]2COP(=O)(O)O[C@H]2[C@H]1O | 2 | 11 | -3 | 12 | -4 | -2 | -1.9
N#C[C@@H]1[C@@H](c2ccc(C#CC3CCCCC3)cc2)[C@H](CO)N1C(=O)Cc1ccccn1 | 67* | -38 | 4 | 12 | 2 | · | 3.8
C[C@H]1CCCCO[C@@H](CN(C)Cc2ccncc2)[C@@H](C)CN([C@@H](C)CO)C(=O)c2cc(NC(=O)CCC(F)(F)F)ccc2O1 | 12 | 9 | · | 4 | 7 | 2[16.7 µM] | -1.9
CCOc1ccccc1NC(=S)N1CCN(c2nc(-c3cccc(OC)c3)cs2)CC1 | -2 | -10 | -3 | 0 | 3 | · | -1.6
C[C@@H]1CCCCO[C@H](CN(C)Cc2ccc(C(F)(F)F)cc2)[C@H](C)CN([C@@H](C)CO)C(=O)c2cc(NC(=O)Cc3ccccc3)ccc2O1 | -6&-19 | -9 | 3 | 14&5 | 65*! | -3 | 1.4&-6.5
CCCN1[C@@H]2c3ccc(/C=C/c4ccccc4)c(=O)n3C[C@@H]2[C@@H](CO)[C@@H]1C(=O)NCc1ccncn1 | · | -2 | · | 8 | 21 | · | ·
CC(OC(=O)Cc1ccc(Cl)cc1)C(=O)NC1CCCCC1C (stereo not drawn) | 0 | 14 | -10 | -1 | -14 | -3 | 1.3
SMILES | DENV2 CPE rescue | INS-1E GSIS act | FN deposit inh | EWS-Fli inh | PAX8 reporter | miR-122 sensor | F508del corr
Cc1ccc(OCCOCCN2CCCCC2)c([N+](=O)[O-])c1 | 7 | 11 | -8 | 7 | 0 | · | -0.6
CN1CCN(c2ccc(Nc3ccnc4cc(Cl)ccc34)cc2)CC1 | 11 | 2 | 13 | -8 | 15 | -3 | -3.0
COc1ccc(NC(=S)N/C(=N/S(=O)(=O)c2ccc(C)cc2)c2ccccc2)cc1 | 2 | -9 | -22 | -51 | -166 | 7 | -1.1
CCOc1ccc(NC(=O)CSc2ccc(-c3ccccn3)nn2)cc1 | · | -6 | 1 | · | 7 | · | ·
C[C@@H]1CCCCO[C@H](CN(C)C(=O)Nc2ccccc2)[C@H](C)CN([C@H](C)CO)C(=O)c2cc(NC(=O)c3ccncc3)ccc2O1 | ? | -10 | 2 | -4 | -4 | 0[16.7 µM] | 2.0
O=C(CSc1ncc(C(F)(F)F)cc1Cl)N1CCNC1=O | -4 | 19 | 1 | -7 | 10 | 8 | 0.0
CCCc1nc2ccc(Br)cn2c1Cc1ccccc1OC | -4 | -18 | -3 | 18 | 11 | 4 | 0.7
CC(C)(C)c1ccc(/C=C/C(=O)NCCCn2ccnc2)cc1 | -2 | -4 | 2 | -6 | -27 | 13 | -1.5
C[C@H]1CN([C@@H](C)CO)C(=O)c2cc(C3=CCCCC3)cnc2O[C@@H]1CN(C)C(=O)Cc1cccnc1 | 0 | 3 | -3 | 1 | · | 5[16.7 µM] | 0.0
CN(c1ccccc1)S(=O)(=O)c1ccc2ccccc2c1 | -6 | 0 | -5 | -24 | -25 | -3 | 3.2
O=C(COc1ccc(F)cc1)N(Cc1ccco1)C1CCS(=O)(=O)C1 (stereo not drawn) | -3 | 10 | 5 | · | 3 | 1 | -0.2
O=C1NC2(CCCCCC2)C(=O)N1Cc1cccc([N+](=O)[O-])c1 | 9 | 1 | 3 | -2 | 13 | -13 | -1.5
c1ccc(CN2CCN(c3nc4ccccc4s3)CC2)cc1 | 2 | 2 | -2 | -57 | -163 | 8 | -1.8
Cn1c(SCC(=O)NC(=O)Cc2ccccc2)nnc1-c1ccc(F)cc1 | -7 | 14 | 6 | 7 | · | · | -0.1
Clc1cc(Br)ccc1OCCOCCN1CCCC1 | 25* | 13 | 4 | 6 | 0 | 6 | 3.2
CCN1CCN(C(=O)C2CCN(c3nnc(-n4c(C)ccc4C)s3)CC2)CC1 | -3 | 6 | -18 | -10 | 8 | -3 | -0.6
C[C@@H]1CN([C@H](C)CO)C(=O)Cc2cc(NC(=O)CCN3CCOCC3)ccc2O[C@H]1CN(C)C | 1 | 7 | · | 0 | -3 | -2[16.7 µM] | -4.0
S=c1[nH]nc(-c2cccc(Cl)c2)n1/N=C/c1ccc(-c2ccccc2Br)o1 | -4 | 8 | -14 | -15 | 3 | -2 | -8.7
COc1ccc(Br)cc1CNC(=O)Cc1c(C(=O)O)[nH]c2ccc(Cl)cc12 | 0 | 6 | 13 | 8 | -12 | 0 | 0.3
C=C1CC(Cn2cc(Br)c(=O)[nH]c2=O)(c2ccc(-c3ccccc3)cc2)OC1=O (stereo not drawn) | -16 | · | -11 | 53* | 99* | · | -1.4
C[C@H](CO)N1C[C@H](C)[C@@H](CN(C)Cc2ccccc2)OCCCC[C@H](C)Oc2ccc(NC(=O)c3ccncc3)cc2C1=O | 4 | 10 | -4 | · | -8 | 3[16.7 µM] | -0.3
Cc1ccc(-n2nc(C)c3c(C)c(CCC(=O)NCCCOC(C)C)c(C)nc32)cc1 | 1 | 6 | -1 | -4 | -5 | -6 | 3.5
Cc1cc(N2CCNC[C@H]2C)ccc1N1CCS(=O)(=O)CC1 | -2 | -1 | -7 | -14 | 15 | · | 0.7
CN(C)c1ccc(N=Nc2ccccc2Br)cc1 | -11 | -10 | 5 | 53* | -19 | 7 | -1.5
CCc1ccc(CN(C)C(C)C(=O)Nc2ccc(S(=O)(=O)N3CCCC3)cc2)cc1 (stereo not drawn) | 10 | -67 | 3 | 18 | 22 | 0 | -1.8

Record cards, as listed above. Screens in order: DENV2 CPE rescue | INS-1E GSIS act | FN deposit inh | EWS-Fli inh | PAX8 reporter | miR-122 sensor | F508del corr
CC(C)(C)c1ccc(/C=C/C(=O)NCCCn2ccnc2)cc1 is listed as -2 | -4 | 2 | -6 | -27 | 13 | -1.5
O=C(CSc1ncc(C(F)(F)F)cc1Cl)N1CCNC1=O is listed as -4 | 19 | 1 | -7 | 10 | 8 | 0.0

Following part.
SMILES | DENV2 CPE rescue | INS-1E GSIS act | FN deposit inh | EWS-Fli inh | PAX8 reporter | miR-122 sensor | F508del corr
Cc1ccc(Nc2nc(N)nc(CN3CCC(C)CC3)n2)c(C)c1 | · | · | 3 | · | -10 | 3 | ·
COc1ccccc1C1=NOC(COc2ccc3c(C)cc(=O)oc3c2)C1 (stereo not drawn) | -12 | · | -18 | 53* | 16 | 43 | 5.1
CC(C)CC#Cc1ccc2c(c1)O[C@H](CN(C)C(=O)NC1CCCC1)[C@@H](C)CN([C@H](C)CO)S2(=O)=O | -6 | -5 | -2 | 16 | · | 53[16.7 µM] | 0.2
N#CC(CCc1ccc([N+](=O)[O-])cc1)(CCc1ccc([N+](=O)[O-])cc1)C(N)=O | 6 | · | 5 | 4 | 22 | -5 | 1.9
C[C@H]1CN([C@@H](C)CO)C(=O)Cc2cc(NC(=O)Cc3cn(C)c4ccccc34)ccc2O[C@@H]1CN(C)Cc1ccc(C(F)(F)F)cc1 | 0 | -6 | 2 | 4 | 16 | 0[16.7 µM] | -0.2
C#CCOc1ccccc1C(=O)NNc1ccc([N+](=O)[O-])cc1[N+](=O)[O-] | -6 | 18 | 10 | -3 | 16 | · | -0.6
CC(C)c1nc2sc3c(=O)[nH]cnc3c2c2c1CCC2 | · | 27 | -4 | · | -21 | · | ·
COc1ccc(-c2nnn(CC(=O)N(CCCO)C(C(=O)NC3CCCC3)c3ccncc3)n2)cc1 (stereo not drawn) | 7 | 2 | 4 | 7 | -3 | · | -0.3
O=C(N/N=C/c1ccc(O)cc1)c1ccncc1 | -3 | 9 | -3 | -9 | -8 | -8 | -3.0
Cc1nc2ccc(NC(=S)N3CCC(C)CC3)cc2nc1C | -3 | 8 | 3 | -11 | -166 | 4 | -1.8
COc1ccc(NC2CCCN(C(=O)c3csc(C(C)C)n3)C2)cc1OC (stereo not drawn) | -1 | -16 | 2 | 9 | -5 | -1 | -1.2
Cn1c2ccccc2c2cc(/C=C(\NC(=O)c3ccccc3)C(=O)NCC(=O)O)ccc21 | 4 | 12 | 2 | 5 | 1 | 5 | 2.5
O=S(=O)(c1ccccc1)N1CCCCN2[C@H](CO)[C@H](c3ccc(C#Cc4cccnc4)cc3)[C@H]2C1 | 6 | -9 | · | 10 | -10 | -4[16.7 µM] | 2.8
COc1ccc(/C=C(\NC(=O)c2ccc(C)cc2)C(=O)N2CCCCC2)cc1 | -4 | -14 | -3 | 0 | 10 | 11 | -1.3
Cc1ccc(C(=O)Nc2ncc([N+](=O)[O-])s2)cc1 | -1 | · | 6 | 76* | 87* | -6 | -2.8
O=C(c1cn(-c2ccccc2)nc1-c1ccc(Cl)cc1)N1CCOCC1 | 13 | -23 | 1 | 1 | 12 | 4 | ·
